Source: PubChem BioAssay (several laboratories)
PfM18AAP inh: PfM18AAP enzyme inhibition. AID 1822. inhibition, % at 7.35 µM. 290,000 tested, 1.2% active. recombinant PfM18AAP, H-Glu-NHMec fluorogenic cleavage;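 active means inhibition above the campaign mean inhibition over all tested compounds plus 3 SD, cut at about 28% in these data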;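 further: 0% = plate median of test compound wells and 100% = 2 mM ZnCl2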
SUMO HTRF inh: inhibitors of human SUMOylation (UBC9); P63279; HTRF SUMOylation assay, SAE1/SAE2 + UBC9, in vitro; inhibition, % at 35 µM; 290,000 tested, 0.36% active; AID 2006; in the data active means inhibition above about 50%, passing the limit was not always enough; further: strong numbers were not always called active
p-CIP stab down: p/CIP protein destabilization | F442A p/CIP-EGFP cells, EGFP fluorescence, 16 h | Q05BA5 | decrease of EGFP signal, % at 10 µM | AID 1984 | 290,000 tested, 0.01% active;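 active means EGFP signal decrease of at least 30% at 10 µM or well 3 SD below plate mean, unless failing retest; inactive means the rest, including hits failing retest or dose response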; further: some compounds called inactive have numbers as strong as hits; many of its hits are not listed in these tables
Target sequence (Q05BA5 1-1403): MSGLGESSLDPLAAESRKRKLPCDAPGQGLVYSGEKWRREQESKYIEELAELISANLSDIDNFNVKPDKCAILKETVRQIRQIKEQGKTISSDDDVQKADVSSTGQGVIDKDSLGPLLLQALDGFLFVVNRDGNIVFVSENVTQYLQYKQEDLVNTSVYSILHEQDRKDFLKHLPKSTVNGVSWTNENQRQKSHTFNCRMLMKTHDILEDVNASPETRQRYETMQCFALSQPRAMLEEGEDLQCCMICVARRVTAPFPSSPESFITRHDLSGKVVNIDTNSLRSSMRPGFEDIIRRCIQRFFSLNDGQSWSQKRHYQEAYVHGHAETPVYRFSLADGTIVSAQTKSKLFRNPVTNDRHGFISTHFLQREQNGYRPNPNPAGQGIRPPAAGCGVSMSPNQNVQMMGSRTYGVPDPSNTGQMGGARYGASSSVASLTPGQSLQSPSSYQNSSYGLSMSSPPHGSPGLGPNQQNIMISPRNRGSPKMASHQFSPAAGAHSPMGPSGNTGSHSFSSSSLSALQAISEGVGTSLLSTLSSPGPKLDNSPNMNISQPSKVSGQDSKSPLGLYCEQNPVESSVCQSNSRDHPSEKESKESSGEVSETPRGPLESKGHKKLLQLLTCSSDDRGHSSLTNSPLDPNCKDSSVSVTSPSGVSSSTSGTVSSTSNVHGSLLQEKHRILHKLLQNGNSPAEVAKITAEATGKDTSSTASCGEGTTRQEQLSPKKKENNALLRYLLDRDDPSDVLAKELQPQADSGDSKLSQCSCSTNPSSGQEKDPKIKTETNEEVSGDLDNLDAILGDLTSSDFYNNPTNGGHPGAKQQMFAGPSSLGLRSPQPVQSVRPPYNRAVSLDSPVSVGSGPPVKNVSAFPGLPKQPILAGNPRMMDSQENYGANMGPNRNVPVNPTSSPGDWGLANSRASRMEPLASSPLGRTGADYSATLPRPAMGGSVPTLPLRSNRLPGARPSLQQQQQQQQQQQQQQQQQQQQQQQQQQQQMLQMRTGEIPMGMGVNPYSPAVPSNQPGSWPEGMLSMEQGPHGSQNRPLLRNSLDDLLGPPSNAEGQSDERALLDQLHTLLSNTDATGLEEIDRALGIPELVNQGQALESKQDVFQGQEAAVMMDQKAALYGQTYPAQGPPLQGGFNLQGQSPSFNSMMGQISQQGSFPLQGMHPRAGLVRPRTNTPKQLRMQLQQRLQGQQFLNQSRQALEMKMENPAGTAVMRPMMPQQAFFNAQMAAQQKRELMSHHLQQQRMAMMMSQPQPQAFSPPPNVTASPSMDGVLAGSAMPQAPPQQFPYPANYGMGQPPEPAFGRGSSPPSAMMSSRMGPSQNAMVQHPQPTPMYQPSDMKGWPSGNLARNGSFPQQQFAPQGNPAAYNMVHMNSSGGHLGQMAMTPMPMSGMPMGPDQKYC
IDE cell inh: inhibitors of human insulin-degrading enzyme in cells | 320,000 tested, 0.41% active | P14735 | HEK cells, FAbetaB cleavage, fluorescence polarization | AID 434962 | inhibition, % at 5.59 µM;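 active means percent inhibition above the average of all tested compounds plus 3 SD, set per screening campaign, cut at about 16% in these data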;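 further: IDE supplied by intact live HEK cells; FP after avidin binding of uncleaved biotin substrate so inhibition keeps polarization high; 0% = DMSO wells and 100% = 60 µM reference IDE inhibitor Ii1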
MEKK2wt PB1 HTS: raises or lowers MEK5 binding to wildtype human MEKK2 PB1 domain; AID 1531; 290,000 tested, 1.1% active; bead flow cytometry, Alexa488-MEK5 binding to MEKK2 WT; actives lie on both sides; binding response (% of control), % at 10 µM; Q9Y2U5; in the data active means binding response below about 67% or above about 130%
IDE act: IDE (human) activation, cell-based. activation, % at 5.96 µM. HEK cells, FAbeta-B cleavage, fluorescence polarization; 0% vehicle, 100% cell-free pure enzyme wells. AID 493087. P14735. 340,000 tested, 0.073% active;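 active means activation above the mean of all tested compounds plus 3 SD, set per screening campaign, cut at about 17% in these data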
NALP1 inh: inhibitors of NALP1 inflammasome in yeast; inhibition, % at 10 µM; AID 2071; S. cerevisiae NALP1/ASC/caspase-1 growth, X-gal OD620, 72 h; 280,000 tested, 0.61% active; in the data active means inhibition mostly above about 24%, no sharp cut-off; inactive means mostly below about 32%; further: some compounds called inactive have numbers as strong as hits
MEKK2mut PB1 HTS: signal of MEK5 binding to mutant human MEKK2 PB1 domain. bead flow cytometry, Alexa488-MEK5 binding to MEKK2 mutant. percent response, % at 10 µM. 290,000 tested, 0.35% active; in the data active means percent response above about 24%, passing the limit was not always enough; further: inactives centre near 1; some results filed as inactive read as strong as hits; reference of the scale not given here
MEKK3 PB1 HTS: raises or lowers MEK5 binding to the human MEKK3 PB1 domain; 290,000 tested, 1.4% active; bead-based flow cytometry, Alexa488-MEK5 binding to MEKK3; actives lie on both sides; 0 = blocked by unlabeled MEK5, 100 = vehicle; Q99759; binding response (% of control), % at 10 µM;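 active means binding response more than 3 SD above or below the average of its plate-row segment, actives on both sides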;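 further: Alexa488 bead fluorescence after subtracting the streptavidin-only scavenger bead signal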
Starred values were filed as active, the others as inactive; . = not tested or not shown; & = joins results of further samples. The list is partial; count on the stated rates, not on these rows.

SMILES	PfM18AAP inh	SUMO HTRF inh	p-CIP stab down	IDE cell inh	MEKK2wt PB1 HTS	IDE act	NALP1 inh	MEKK2mut PB1 HTS	MEKK3 PB1 HTS
Cc1ccc(S(=O)c2ccc(C)cc2)cc1	5	9	-5	3	106	4	-9	3	102
Cc1cc(C=NCCCO)c(C)n1-c1cc(Cl)ccc1Cl	5	12	-8	.	96	1	-3	-12	102
Cc1ccc(-n2nnnc2SC(C)C(N)=O)c(C)c1 (stereo unspecified)	6	-1	4	-1	106	-2	5	2	107
O=C(NCCSCc1ccco1)Nc1cc(Cl)cc(Cl)c1	-3	0	-3	2	97	1	.	-18	90
N/C(=N\OC(=O)CCCC(=O)O)c1ncc(C(F)(F)F)cc1Cl	3	20	-6	6	110	-5	10	10	107
CCOC(=O)CSc1nc(-c2ccccc2)cc(C(F)(F)F)n1	4	-28	-7	13	98	4	7	8	94
O=C(CC1C(=O)NCCN1Cc1ccc(F)c(F)c1)NCCn1cccn1 (stereo unspecified)	-10	10	-8	5	101	1	20	-2	99
CCN(c1ccccc1)S(=O)(=O)c1cnc[nH]1	-2	-2	14	-2	104	6	-2	2	103
COC(=O)C1=CN(Cc2cccs2)C=C(C(=O)OC)C1c1cccc(Cl)c1	-1	10	-12	3	93	5	-10	-3	96
Cc1ccc(N(C(=O)CNC(=O)c2ccco2)C(C(=O)NC2CCCCC2)c2cccnc2)cc1C (stereo unspecified)	4	0	2	-3	107	-2	1	6	104
CCSc1nnc(-c2cccc(S(=O)(=O)N(CC)CC)c2)n1Cc1ccccc1	-6	10	-2	4	102	-9	-10	2	99
Cc1ccc(S(=O)(=O)Nc2ccc(Br)cc2C(NCC(=O)O)c2ccccc2)cc1 (stereo unspecified)	-10	-12	-9	-7	56	5	1	-3	60
Cc1nnn(C23CC4CC(CC(CC(=O)Nc5ccc(C)c(C)c5)(C4)C2)C3)n1	2	-17	6	-1	103	-1	-30	-1	103
O=C(O)CSc1c(-c2cccs2)[nH]c2ccccc12	7	-20	-4	1	101	-3	29	0	123
COc1ccccc1-n1c(SCC(N)=O)nc2sc3c(c2c1=O)CCC3	-3	-9	-4	3	99	-5	5	1	98
COC(=O)C1=C(C)OC(N)=C(C#N)C1c1ccsc1 (stereo unspecified)	4	13	-1	-1	97	0	20	6	98
CC(C)NC(=O)c1ccc2c(c1)N(CC(=O)N1CCCCC1)C(=O)C(C)(C)O2	-2	6	-2	-3	101	2	10	0	102
Cc1ccc(CNC(=O)COC(=O)Cn2nc(C)c([N+](=O)[O-])c2C)cc1	3	-10	-9	-2	104	2	-9	3	101
CCC(OC(C)=O)c1cc2c(cc1[N+](=O)[O-])OCCO2 (stereo unspecified)	8	-1	-23	2	82	-1	11	-8	96
CC(=O)Nc1ccc(S(=O)(=O)NCCc2cc3c(C)ccc(C)c3[nH]c2=O)cc1	3	-8	1	0	105	4	.	11	106
O=C(c1ccco1)n1c(=S)nc2ccccn21	-23	14	-7	3	106	2	15	4	104
CC(C)(C)C(=O)N1CCN(c2ccc([N+](=O)[O-])cc2Cl)CC1	-4	.	.	-3	111	6	.	6	109
N#Cc1c(-c2ccccc2Cl)cc(-c2ccccc2)nc1Br	-8	-11	3	6	97	0	30	0	93
NNC(=O)COc1ccc(-c2n[nH]c(C(F)(F)F)c2-c2ccc(Br)cc2)c(O)c1	4	-16	4	-4	98	-1	14	-1	116
COc1ccc(NS(=O)(=O)c2cc(NC(=O)c3sccc3C)ccc2N2CCOCC2)cc1	4	6	-1	2	103	0	12	4	102
Cc1ccc(C2CC(=O)c3cnc(N4CCc5ccccc5C4)nc3C2)cc1 (stereo unspecified)	-13	6	-22	6	98	4	-8	-1	100
CC(=O)c1ccc(NC(=O)CCC(=O)OCC(F)(F)C(F)F)cc1	-11	22	7	0	91	6	22	-7	91
O=C(Nc1ccn(Cc2c(F)c(F)cc(F)c2F)n1)c1cccc(Cn2cc([N+](=O)[O-])cn2)c1	-5	13	-10	-2	111	0	-8	12	110
COc1cc(OC)c2cc(C(=O)N/N=C/c3ccccc3O)[nH]c2c1	1	10	-16	-1	99	-2	-6	7	102
O=S(=O)(c1ccc(NCc2ccccc2)cc1)N1CCOCC1	-1	12	3	1	103	0	10	2	97
Nc1[nH]nc2nc(N3CCOCC3)nc(-c3ccccc3)c12	3	-6	-9	4	86	-4	-33	-4	93
CC(CCc1ccccc1)NC(=O)CN1CCN(Cc2ccc(Cl)cc2)C1=O (stereo unspecified)	3	-7	-10	5	110	6	-6	3	105
COc1ccc(NC(=O)N2CCCc3ccccc32)cc1OC	4	12	5	6	100	4	-58	-1	99
O=C(CSc1ccc2c(c1)OCCO2)Nc1ccc(Cl)cn1	3	10	1	1	101	3	-2	1	102
OCCC#Cc1c(-c2ccsc2)sc2ccccc12	3	4	2	-3	95	2	-7	-5	98
O=C(O)C1=NOC(CNC(=O)c2ccccc2Cl)C1 (stereo unspecified)	-19	23	4	1	98	.	8	-2	96
CNc1nc(C)c(C(=O)OCc2ccccc2)s1	4	8	1	3	105	9	2	3	108
O=C(NCC1CCCO1)c1cc2ccccc2oc1=O (stereo unspecified)	-3	25	-11	-1	89	2	8	-7	97
CCCN1Cc2cccc(C(=O)NC(CC(=O)OCC)c3ccc(OC(C)C)cc3)c2C1=O (stereo unspecified)	6	-12	6	4	100	3	8	-4	101
Cc1[nH]cc(Br)c(=O)c1Oc1ncc(C(F)(F)F)cc1Cl	-9	-18	11	2	94	1	-1	-7	107

Looked up by structure from above, 4 records:
SMILES	PfM18AAP inh	SUMO HTRF inh	p-CIP stab down	IDE cell inh	MEKK2wt PB1 HTS	IDE act	NALP1 inh	MEKK2mut PB1 HTS	MEKK3 PB1 HTS
Cc1ccc(S(=O)c2ccc(C)cc2)cc1	5	9	-5	3	106	4	-9	3	102
O=C(CSc1ccc2c(c1)OCCO2)Nc1ccc(Cl)cn1	3	10	1	1	101	3	-2	1	102
COc1ccccc1-n1c(SCC(N)=O)nc2sc3c(c2c1=O)CCC3	-3	-9	-4	3	99	-5	5	1	98
COc1cc(OC)c2cc(C(=O)N/N=C/c3ccccc3O)[nH]c2c1	1	10	-16	-1	99	-2	-6	7	102

Next part:
SMILES	PfM18AAP inh	SUMO HTRF inh	p-CIP stab down	IDE cell inh	MEKK2wt PB1 HTS	IDE act	NALP1 inh	MEKK2mut PB1 HTS	MEKK3 PB1 HTS
Cc1cccn2c(=O)c3cc(C(=O)NC4CCCCC4)c(=N)n(Cc4ccc(F)cc4)c3nc12	-10	19	-8	-3	100	1	18	3	99
COC(=O)C1=C(C)N(c2ccc(Cl)c(Cl)c2)C(=O)C1	9	20	-6	-2	96	-2	-64	-3	98
CCOC(=O)c1c(N)sc(C(=O)N(CC)CC)c1C	1	13	-4	6	88	-1	-11	-7	97
CCOC(=O)c1cc(-c2nnc(-c3cc(OC)c(OC)c(OC)c3)o2)c(C)nc1C	8	.	.	4	104	3	.	1	100
Cc1cc(C)c2[nH]c(O)c(N=NC3=NC(=O)CS3)c2c1	7	7	-2	0	104	5	.	5	106
Cc1cc2ccccn2c1C(=O)c1ccc([N+](=O)[O-])cc1[N+](=O)[O-]	3	18	-5	0	103	6	21	0	103
c1ccc2[nH]c(-c3ccnc4ccccc34)nc2c1	3&2	34&13	5&-8	-1&2	97&95	5&2	14&0	1&-6	98&93
Cc1c(CCC(=O)N[C@@H](C)C(=O)O)c(=O)oc2cc3oc4c(c3cc12)CCCC4	-13	27	-8	-4	106	-3	-1	5	104
OCCCc1nc2ccccc2n1CCOc1ccccc1	0	-7	-3	2	108	3	-9	4	108
Cn1c(C(=O)NCCCN2CCN(c3ccccc3F)CC2)cc2c(=O)[nH]c3ccccc3c21	-1	20	-5	9	148*	-2	10	28	111
COc1ccc(-c2c3c([nH]c(=S)c2C#N)CCC3)cc1	16	0	4	.	100	-4	9	2	100
CCOC(=O)c1cc(-c2ccc(Cl)s2)nc2c1c(C)nn2C	-7	18	-8	.	100	.	.	6	100
CN(Cc1ccccc1)C1CC(=O)N(c2ccc(C(=O)O)cc2)C1=O (stereo unspecified)	-7	-7	-10	5	98	-10	15	-1	92
COc1cc(/C=N/Nc2cccc(C)c2)ccc1OC(=O)c1cccs1	4	14	-3	4	93	-2	.	0	115
Cn1nnnc1SCC(=O)C(C)(C)C	-3	14	8	1	96	-6	15	-5	97
COc1ccccc1-c1cc(C(=O)N2CCN(c3ccccc3)CC2)no1	1	6	-7	-1	106	-1	12	6	109
Cc1cnc(C(=O)NC(C)CCc2ccccc2)cn1 (stereo unspecified)	-10	10	1	2	97	1	-6	0	100
CCCC(=O)Nc1ccccc1NC(=O)c1ccc(OCC)cc1	-5	-17	-16	-3	99	3	-2	-4	100
O=[N+]([O-])c1cccc(OCC(O)CN2CCN(S(=O)(=O)c3cc(Cl)ccc3Cl)CC2)c1 (stereo unspecified)	12	6	-5	7	102	3	30	4	100
CCc1ccc2[nH]c(O)c(N=Nc3nc(-c4ccccc4)cs3)c2c1	12	-6	0	2	97	8	-1	2	98
COc1cc(OC)cc(C(=O)NCCCNC(=O)c2ccccn2)c1	0	-2	1	2	102	1	18	0	102
CCSC1=C(C#N)C2(CCCCC2)C2=C(CC(C)(C)CC2=O)N1	-5	6	-11	4	83	-7	-8	-14	91
CCOc1ccc(C(NC(=O)CC)c2c(O)ccc3ccccc23)cc1 (stereo unspecified)	0	-3	-4	-1	100	0	-4	1	100
Cc1ccc(S(=O)(=O)NNC2CC(=O)N(c3ccc(Br)cc3)C2=O)cc1 (stereo unspecified)	2	6	-5	2	105	4	4	-3	104
Cc1cc(C(=O)Nc2c(C)nn(Cc3ccc(F)cc3)c2C)on1	-5	-11	-11	1	116	11	-3	17	109
Cc1cc(Oc2ccc(=O)[nH]n2)nc(Cl)n1	-12	16	-10	1	91	2	4	-11	92
CC(C)(C)NC(=O)C(c1ccccc1F)N(Cc1ccco1)C(=O)c1csnn1 (stereo unspecified)	5	-9	-3	6	98	8	-6	-1	102
O=C1C2ON(c3ccccc3)C(c3ccccc3F)C2C(=O)N1c1ccccc1 (stereo unspecified)	0	30	2	9	104	1	32	2	103
O=c1cc(-c2ccccc2)nc(SCCOc2ccccc2Cl)[nH]1	3	6	-3	-3	98	-1	-1	1	103
Cc1ccc(/C(N)=N/OC(=O)Cc2ccccc2)cc1	-1	-12	4	-2	104	5	30	1	104
Cc1nc(S(=O)(=O)N2CCN(C3c4ccccc4-c4ccccc43)CC2)cn1C	0	14	0	4	101	.	11	1	98
O=C(Cn1ccc([N+](=O)[O-])n1)N1CCCCCC1	2	-2	-14	-3	101	6	6	2	103
CC1CCN(C(=O)c2ccc(S(=O)(=O)Cc3cc(F)ccc3F)c([N+](=O)[O-])c2)CC1	1	5	6	1	97	-2	7	-2	95
COc1ccc(S(=O)(=O)N2CCC(C(=O)NCc3ccncc3)CC2)cc1Cl	-9	5	-25	6	102	4	12	4	99
COCCn1c(=O)c2c(nc3n2CC(C)CN3CCc2ccccc2)n(C)c1=O (stereo unspecified)	-1	2	16	4	96	0	3	2	101
Cc1cc(NS(=O)(=O)c2ccc(NC(=O)CCN3C(=O)c4ccccc4C3=O)cc2)no1	1	-12	4	5	100	8	.	2	98
C=CCn1c(COc2cccc3ccc(C)nc23)nnc1SCC(=O)O	-2	8	3	1	109	6	.	4	109
CC1CCN(c2ccc(C(=O)NCc3ccc4c(c3)OCO4)cc2[N+](=O)[O-])CC1	-2	3	-4	-2	107	2	34	11	101
